# Screening results from PubChem BioAssay.
# MITF inh: human MITF inhibition, primary screen | O75030 | AlphaScreen MITF homodimerization, bead proximity signal | inhibition, % at 2.6 µM | 650,000 tested, 0.91% active | AID 1259374; in the data active = inhibition above about 50%;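 note: 0% = vehicle wells with protein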
# TEAD-YAP block: TEAD-YAP interaction inhibition; inhibition, % at 9.12 µM; 640,000 tested, 1.4% active; HEK-TIYL cells, TEAD-Gal4/YAP UAS-luciferase luminescence; AID 1259422; in the data active = inhibition above about 32%;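 note: 0% = median of test compound wells and 100% = reference inhibitor wells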
# GPR151 ag: activators of human GPR151; PathHunter beta-arrestin GPR151 cells, luminescence; activation, % at 11.2 µM; 650,000 tested, 1% active; in the data active = activation above about 4.9%;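 note: 0% = median of compound wells and 100% = cells with positive control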
# FBW7 activator: human FBW7 E3 ligase activation, primary screen; Q969H0; AlphaScreen FBW7–phospho-cyclin E peptide binding, activator screen; normalized activity (activation), % at 26.1 µM; 650,000 tested, 0.13% active; AID 1259310; in the data active = normalized activity above about 1.9%;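 note: purified mutant Fbw7 with reduced substrate affinity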
# Target sequence (Q969H0 whole entry, looked up): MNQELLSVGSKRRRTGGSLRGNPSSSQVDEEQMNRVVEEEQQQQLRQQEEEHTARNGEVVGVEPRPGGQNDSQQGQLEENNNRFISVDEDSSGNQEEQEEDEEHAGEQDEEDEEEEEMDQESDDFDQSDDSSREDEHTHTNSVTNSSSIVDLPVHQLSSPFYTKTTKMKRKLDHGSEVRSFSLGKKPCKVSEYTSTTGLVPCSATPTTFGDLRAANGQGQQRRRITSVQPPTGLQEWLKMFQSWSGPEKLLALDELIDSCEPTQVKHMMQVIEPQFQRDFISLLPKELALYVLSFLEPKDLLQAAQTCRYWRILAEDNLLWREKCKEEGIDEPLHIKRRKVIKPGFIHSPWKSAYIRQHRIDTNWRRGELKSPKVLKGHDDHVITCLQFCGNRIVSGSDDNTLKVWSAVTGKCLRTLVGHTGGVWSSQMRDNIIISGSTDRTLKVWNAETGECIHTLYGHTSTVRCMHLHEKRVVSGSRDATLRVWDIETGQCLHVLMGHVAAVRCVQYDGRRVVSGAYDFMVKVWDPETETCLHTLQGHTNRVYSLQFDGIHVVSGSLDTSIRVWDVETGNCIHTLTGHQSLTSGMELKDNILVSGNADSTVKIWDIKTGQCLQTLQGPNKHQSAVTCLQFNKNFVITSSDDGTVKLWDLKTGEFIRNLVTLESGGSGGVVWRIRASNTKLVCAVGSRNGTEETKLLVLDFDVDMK
# * hit, by the source's call; & = joins results of further samples.
canonical_smiles,MITF inh,TEAD-YAP block,GPR151 ag,FBW7 activator
CCN1CCN(c2cc(C)c3cc(NC(=O)c4cccc(F)c4)ccc3n2)CC1,1.1,-30.8,2.6,0.6
CN1CCN(c2nc3c(c(=O)[nH]c(=O)n3C)n2C)CC1,15.4,0.4,-0.1,0.0
Cc1ccc(-c2nc3sc4c(c3c(=O)o2)CCCCC4)cc1,-0.5,0.2,0.4,0.0
CSc1cccc(NC(=O)C2C3C=CC4(O3)C2C(=O)N(C(C)C)C4C(=O)NC2CCCCC2)c1 (configuration not stated),1.8,6.7,0.0,-0.1
COC(=O)c1ccc(S(=O)(=O)Cc2ccccc2F)c([N+](=O)[O-])c1,-22.2,20.0,-1.2,0.2
O=C(c1ccc(CN2CCOCC2)o1)N1CCC(c2ncncc2-c2ccncc2)CC1,-4.0,-11.1,1.0,0.3
COc1cc(/C=c2\sc3nc4ccccc4n3c2=O)c(Br)c(Br)c1O,-2.2,5.7,-0.7,-0.1
CCOc1ccc(-n2c(=S)sc3c2nc(=S)n2c4ccccc4[nH]c32)cc1,-6.0,-12.2,-1.6,0.1
O=C(Cn1c2c(c3ccccc31)CCC2)NC1=NCCS1,10.1,77.4*,-0.1,-0.4
Cc1ccc(C2CC(c3cccs3)=NN2C(=O)CSc2nnc(CNC(=O)c3ccco3)n2-c2ccc(Br)cc2)cc1 (configuration not stated),13.2,0.2,-1.3,0.1
CCCNC(=O)Cc1cn(-c2ccc(Cl)nn2)c2ccccc12,10.4,5.1,-1.4,0.2
COc1ccc(-c2ccc(/C=C3\SC(=S)N(CC(=O)O)C3=O)o2)c([N+](=O)[O-])c1,13.1,0.4,1.7,-1.3
CCc1cc(N2CCN(CC)CC2)n2nc3nc(C)cc(C)c3c2n1,-1.1,-5.5,0.2,0.0
O=C(N1CCOCC1)N1CCN(S(=O)(=O)c2ccc3ccccc3c2)CC1,4.7,3.2,0.3,0.1
Cc1cc(/C=C2/C(=O)NC(=O)N(Cc3ccco3)C2=O)c(C)n1-c1ccc(Cl)cc1,23.5,-5.7,-1.3,0.1
Cc1ccc(/C=C/C(=O)N2CCOCC2)o1,-17.7,-2.0,0.4,-0.2
Cc1noc(C)c1-c1nc(NCc2nc3ccccc3[nH]2)c2ncn(C(C)C)c2n1,-1.9,49.1*,0.8,-0.2
CC1(C)Cc2nc3sc4c(Cl)ncnc4c3cc2CO1,-13.5,-1.5,-0.5,0.1
Cc1ccc(C)c(S(=O)(=O)N2CCCC2CNC(=O)c2cccs2)c1 (configuration not stated),15.4,-8.3,1.3,-0.1
NC(=O)CC(NS(=O)(=O)c1cccc2nsnc12)C(=O)O (configuration not stated),-4.6&-1.4,-1.4&5.6,0.9&-0.2,0.0&0.2

# Some of these compounds in order of count of non-hydrogen atoms, largest number first.
canonical_smiles,MITF inh,TEAD-YAP block,GPR151 ag,FBW7 activator
Cc1ccc(C2CC(c3cccs3)=NN2C(=O)CSc2nnc(CNC(=O)c3ccco3)n2-c2ccc(Br)cc2)cc1 (configuration not stated),13.2,0.2,-1.3,0.1
CSc1cccc(NC(=O)C2C3C=CC4(O3)C2C(=O)N(C(C)C)C4C(=O)NC2CCCCC2)c1 (configuration not stated),1.8,6.7,0.0,-0.1
O=C(c1ccc(CN2CCOCC2)o1)N1CCC(c2ncncc2-c2ccncc2)CC1,-4.0,-11.1,1.0,0.3
CCN1CCN(c2cc(C)c3cc(NC(=O)c4cccc(F)c4)ccc3n2)CC1,1.1,-30.8,2.6,0.6
COc1ccc(-c2ccc(/C=C3\SC(=S)N(CC(=O)O)C3=O)o2)c([N+](=O)[O-])c1,13.1,0.4,1.7,-1.3
O=C(N1CCOCC1)N1CCN(S(=O)(=O)c2ccc3ccccc3c2)CC1,4.7,3.2,0.3,0.1
CCc1cc(N2CCN(CC)CC2)n2nc3nc(C)cc(C)c3c2n1,-1.1,-5.5,0.2,0.0

# (more compounds)
canonical_smiles,MITF inh,TEAD-YAP block,GPR151 ag,FBW7 activator
O=C(Cc1ccccc1)Nc1ccnn1C1CCN(Cc2ccccc2O)CC1,10.5,-2.9,0.9,-0.1
Cc1cccc(NC(=O)CSc2n[nH]c(CC(C)C)n2)c1,-4.8,-5.9,-1.4,-0.1
c1n[nH]c(-c2ccc3cnc(Nc4ccc(-n5cnc(N6CCOCC6)n5)cc4)nc3c2)n1,15.5,65.2*,3.1,-0.2
CCCC(C)NC(=O)CN1C(=O)c2ccccc2C1=O (configuration not stated),-0.4,-10.3,0.2,0.2
O=C(CCc1nc2cccnc2n1Cc1ccccc1)NCc1ccccc1,-7.3,1.5,0.0,-0.1
O=C1CCCN1CCCNc1ncnc2c1c(-c1ccccc1)cn2-c1cccc(C(F)(F)F)c1,-15.7,5.1,1.8,0.2
CN1CCC(=NNC(=O)c2cccc3ccccc23)CC1,5.1,7.5,-0.5,0.1
Cc1ccc2c(c1)N(CCC(=O)NC1CCCC1)C(=O)C(C)O2 (configuration not stated),-3.8,10.8,2.1,-0.3
CCOc1ccc(N(C(C)C(=O)Nc2ccccc2CC)S(C)(=O)=O)cc1 (configuration not stated),-0.8,-7.5,0.5,0.2
O=C(CSc1nnc(NCc2ccccc2)s1)Nc1ccc(F)c([N+](=O)[O-])c1,9.9,-7.2,-1.7,0.1
O=C(NCc1cccs1)c1cnc2scc(-c3ccc(Cl)s3)n2c1=O,8.6,-1.2,-1.2,-1.5
COC(=O)c1ccc(NC(=O)CCCn2cccc2)cc1,-70.2,-25.2,0.9,-0.1
CSc1ccc(Cl)c(C(=O)OCC(N)=O)c1,10.9,7.7,2.1,0.1
O=C(O)c1ccc(-c2cnc3c(N4CCN(C(=O)c5ccco5)CC4)nccn23)cc1,-9.5,0.6,-0.7,0.3
CCN(CC)c1ccc(NC(=O)/C=C\c2ccccc2)cc1,9.1,-27.2,-0.8,-0.3
Cc1[nH]nc2c1CC1=C(CC(C)(C)CC1=O)N2,-1.2,-2.0,-0.8,-0.1
COc1ccc(S(=O)(=O)Nc2cc(C(=O)N3CCN(c4cccc(Cl)c4)CC3)ccc2N2CC3CC(C2)c2cccc(=O)n2C3)cc1 (configuration not stated),1.3,13.6,2.8,-0.5
Cc1ccc(-c2noc(COc3ccc(C)c(C)c3)n2)cc1,-7.5,-2.6,1.6,-0.3
C=CCn1c(SCC(=O)Nc2ccc(C(=O)O)cc2)nnc1-c1ccco1,9.8,-3.5,1.0,0.0
CCOc1ccccc1N(CC(=O)Nc1ccc(-c2nc3ccc(C)cc3s2)cc1)S(=O)(=O)c1ccccc1,21.3,-16.5,0.0,0.3
Cc1c(OC(=O)CNC(=O)OC(C)(C)C)ccc2c1oc(=O)c1ccccc12,-0.3,1.6,-0.1,-0.1
Cc1ccc(S(=O)(=O)NC2=C([n+]3ccccc3)C(=O)c3ccccc3C2=O)cc1,0.9,-1.5,-0.2,0.0
O=C(NC1CCCC1)C(c1cccnc1)N(C(=O)c1ccco1)c1cccc(F)c1 (configuration not stated),8.8,5.8,-0.9,0.3
COc1ccc(C(=O)/C=C/c2cc(OC)c(OC)c(OC)c2)cc1OC,12.4,17.3,1.1,0.0
CCCCNC(=O)/C(=C\c1cccc([N+](=O)[O-])c1)NC(=O)c1ccc(C)cc1,-2.2,-12.0,-0.3,-0.1
Cc1cccc(-n2nc3c(c2NC(=O)c2ccc(Cl)c([N+](=O)[O-])c2)CS(=O)C3)c1C (configuration not stated),4.3,5.8,-0.5,0.0
O=C1/C(=C/c2ccc(O)c(O)c2)SC(=S)N1c1ccc(O)cc1,38.2,-9.3,-0.3,-0.6
OCCCn1c(-c2ccccc2)csc1=Nc1ccccc1,23.2,-24.0,0.1,0.0
N#C/C(=C\c1c[nH]c2ccccc12)C(=O)Nc1cc([N+](=O)[O-])ccc1Cl,-9.3,-0.3,-0.3,0.2
Cn1nnnc1SCC(=O)N1CCN(S(=O)(=O)c2ccccc2)C1,5.8,7.5,-0.6,0.0
Brc1ccc(-c2nnc3ccc(N4CCCCC4)nn23)cc1,-7.3,-7.3,0.5,0.1
COC(=O)/C(C#N)=C/c1ccc(-c2ccc(OC)cc2)o1,-9.7,-30.1,1.0,0.1
CC(C)CC(=O)NC(=S)Nc1cccc2nsnc12,0.1,9.6,-0.2,-0.4
CC(C)Oc1ccc2c(c1)C(=O)N(CN1CCOCC1)C2=O,3.8,1.2,0.5,0.4
CC(C)C(Br)C(=O)Nc1ccccc1Cl (configuration not stated),5.2,2.4,3.5,0.1
NC(=O)C1CCN(c2ccc([N+](=O)[O-])cc2[N+](=O)[O-])CC1,11.7,-3.4,-0.5,0.4
COc1ccc(N2CCN(S(=O)(=O)c3c(Cl)cccc3Cl)CC2)cc1,21.9,11.9,0.5,-0.3
Cc1c2cnn(CC(=O)N(C)Cc3ccccc3)c(=O)c2c(C)n1Cc1ccccc1,-11.2,-1.7,-0.8,-0.1
O=C(CCCOc1ccc(Cl)cc1Cl)Nc1ccc(F)c(Cl)c1,-4.6,6.4,0.7,0.1
CN(C)CCCOC(=O)c1ccc2c(c1)OCCO2,0.9,-10.2,0.1,0.1

# A portion taken from the entries so far, for reference:
canonical_smiles,MITF inh,TEAD-YAP block,GPR151 ag,FBW7 activator
Cc1c(OC(=O)CNC(=O)OC(C)(C)C)ccc2c1oc(=O)c1ccccc12,-0.3,1.6,-0.1,-0.1
Cc1ccc(S(=O)(=O)NC2=C([n+]3ccccc3)C(=O)c3ccccc3C2=O)cc1,0.9,-1.5,-0.2,0.0

# Next entries.
canonical_smiles,MITF inh,TEAD-YAP block,GPR151 ag,FBW7 activator
CCC(=O)Nc1ccc(-c2nnc(SCC(=O)Nc3nccs3)n2C)cc1,3.5,-2.9,0.1,0.2
CN(C)C(=O)CSc1nnc(-c2ccc(N(C)C)cc2)n1C,18.4,2.8,-0.6,0.1
COc1ccc(C2C=C(c3ccccc3)Nc3ncnn32)c(OC)c1 (configuration not stated),14.2,-1.7,0.0,0.0
CC(C(=O)NC1CCCC1)n1sc2ccccc2c1=O (configuration not stated),9.4,5.3,-0.7,0.1
CCN(CC)CCn1c(NCc2ccccn2)nc2ccccc21,11.1,-1.0,-0.1,-0.1
O=C(c1ccc(Cl)c([N+](=O)[O-])c1)N(Cc1cccc(Cl)c1)C1CCS(=O)(=O)C1 (configuration not stated),-0.8,-3.2,1.2,-0.1
CCCOC(=O)c1ccc(NC(=O)CSc2ccccc2)cc1,3.0,-10.6,0.2,0.0
CC(=O)Nc1ccc(N2C(=O)CSC2c2c(F)cccc2Cl)cc1 (configuration not stated),-0.6,3.9,-1.0,-0.1
CCOC(=O)C(NC(=O)c1cc2nc(-c3cccs3)cc(C(F)(F)F)n2n1)C(=O)OCC,0.9,12.5,-0.3,-0.1
COc1cc(NC(=O)Nc2ccccc2)c(OC)cc1NC(=O)CN1CCCCC1,9.3,1.8,0.8,0.3
Cc1nn(C)cc1CN1CCN(CC(C)(C)C)C(CCO)C1 (configuration not stated),-5.8,-11.4,-1.4,-0.1
CC(NC(=O)CSC(=S)N(C)C)c1ccccc1 (configuration not stated),20.1,0.2,-0.3,-0.1
Cc1cccn2c(=O)c(/C=C(\C#N)C(=O)N3CCCCC3)c(N3CCOCC3)nc12,-7.4,-2.1,-0.4,-0.3
CC(=O)c1cccc(NC(=O)CCn2c(=O)oc3ccccc32)c1,-3.7,-4.7,0.0,-0.1
CCN1CCN(CC(=O)n2c(C)c(C)c3ccccc32)CC1,73.8*,-0.7,-1.4,-0.2
CS(=O)(=O)N(CC(=O)NCc1ccncc1)c1ccc(OCc2ccccc2)cc1,10.8,-0.4,-0.1,-0.1
O/N=C1/CCc2nonc2/C1=N/Nc1ccccc1,-3.5,-5.2,-0.2,-0.4
COC(=O)C1=C(C)OC(=O)C1(NC(=O)C1CCCCC1)C(F)(F)F (configuration not stated),-14.0,5.1,-1.1,-0.1
O=C1c2ccccc2S(=O)(=O)N1Cc1cccnc1,-7.1,0.3,1.7,0.0
COc1cc(OC)cc(C(=O)Nc2cc(C(=O)Nc3ccccc3OC)ccc2N2CC3CC(C2)c2cccc(=O)n2C3)c1 (configuration not stated),-7.5,-13.5,-0.1,0.0
O=C(CSc1nnc2ccccn12)Nc1nc(-c2ccc(Cl)cc2)ns1,0.1,15.7,-0.9,0.5
CCOC(=O)c1cc([N+](=O)[O-])sc1NC(=O)c1ccc(S(=O)(=O)N(C)C)cc1,-9.9,13.2,0.9,-0.1
CCC(C)c1ccc(NC(=O)c2ccc(C(=O)Nc3ccc(C(C)CC)cc3)cc2)cc1 (configuration not stated),-2.6,-65.6,0.0,0.1
COc1ccc([C@@H]2C[C@H](C(=O)NC(C)(C)CO)N(C)S(=O)(=O)N2)cc1OC,-11.5,-16.6,0.6,-0.2
COc1cc(/C=N/Nc2nc3ccccc3o2)cc(I)c1O,20.1,-45.9,0.9,0.9
COc1ccccc1Nc1nc(C)cc(=O)[nH]1,-1.7,4.2,-1.5,-0.2
COCCNc1ccnc2c(-c3ccccc3Oc3ccccc3)cnn12,-6.9,1.0,0.4,0.0
CN(C)S(=O)(=O)N1CCC(Oc2cccc(C(=O)N3CCSCC3)c2)CC1,11.3,8.6,1.5,0.1
CC12Oc3c(Cl)cc(Cl)cc3C(NC(=S)N1c1ccccc1)C2C(=O)Nc1ccc(Cl)cc1 (configuration not stated),2.2,4.4,1.9,-0.1
COc1ccc(Cn2c(=S)[nH]c3ccc(Cl)cc3c2=O)cc1,1.4,8.8,0.8,-0.3
CCN(CC)c1ccc(C(=O)NCC(=O)OC)cc1,-0.8,-13.8,0.2,0.1
CC1=Nc2ccc(Br)cc2C(c2ccccc2)N1CC(=O)NN (configuration not stated),19.7,-2.3,0.4,0.1
